SR-BI DiI inh: inhibitors of mouse SR-BI mediated HDL lipid uptake; ldlA[mSR-BI] CHO cells, DiI-HDL uptake fluorescence, 3 h; AID 488896; Q61009; hit rate 0.96% among 320,000; inhibition, % at 12.5 µM;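 active means mean replicate inhibition of at least 70% and a set share of replicates each scoring 70 or more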;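 further: 0% = median of neutral control wells and 100% = median of positive control wells; values of inactives mirror those of a sister screen read the other way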
PKA-R2B activ: activates the human PKA-R2B holoenzyme complex; hit rate 0.079% among 340,000; PKA-R2B holoenzyme dissociation, Cy5-IP20 fluorescence polarization; R2B truncated from residue 108, S112A mutant; 0% DMSO only, 100% 113 µM cGMP; activation, % at 11.4 µM;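 active means activation above a cutoff set at the mean over all compounds plus 3 SD, cut at about 18% in these data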;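 further: higher means more holoenzyme dissociation and a rise in polarization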
Target sequence (P31323 whole entry, looked up, other chains not shown, the tested form may be a part): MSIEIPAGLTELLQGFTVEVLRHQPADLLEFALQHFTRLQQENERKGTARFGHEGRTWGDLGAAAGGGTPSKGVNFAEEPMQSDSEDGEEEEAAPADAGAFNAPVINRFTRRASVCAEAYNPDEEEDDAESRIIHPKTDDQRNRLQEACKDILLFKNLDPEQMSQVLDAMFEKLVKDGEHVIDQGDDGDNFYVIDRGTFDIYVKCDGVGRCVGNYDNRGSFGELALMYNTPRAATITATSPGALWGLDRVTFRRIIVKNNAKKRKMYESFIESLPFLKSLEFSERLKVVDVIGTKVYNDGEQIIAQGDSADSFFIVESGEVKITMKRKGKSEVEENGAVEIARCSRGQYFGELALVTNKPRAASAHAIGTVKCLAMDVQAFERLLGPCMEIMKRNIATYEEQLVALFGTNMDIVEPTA
SUMO Mot1 rescue: SUMOylation pathway inhibition by Mot1-301 growth rescue; S. cerevisiae Mot1-301 growth rescue, ATP luminescence, 38.5C; percent above DMSO median, 100 means doubled; growth rescue, % at 18.8 µM; hit rate 1% among 320,000; AID 2716;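 active means every valid replicate shows activation above 250% relative to neutral control wells; inactive means the rest, any valid replicate at or below 250%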;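 further: OY570 slx delta 5 strain wells were the positive control but not used for scaling; some compounds called inactive have numbers as strong as hits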
NSD2 HMT inh: NSD2 (human) methyltransferase inhibition. NSD2 peptide methylation, AlphaScreen, 120 min. inhibition, % at 12.5 µM. hit rate 0.54% among 310,000. AID 743445; in the data active means inhibition above about 50%
dFosB activator: activators of mouse delta FosB homodimer; P13346; purified delta FosB, TAMRA-CDK5 oligo fluorescence polarization; percent of positive-control signal above neutral wells; activation, % at 25 µM; hit rate 0.99% among 340,000;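 active means mean activation above about 17%, with every replicate also reaching it, limit read from the data, passing the limit was not always enough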;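 further: fluorescence polarization rise as delta FosB binds a TAMRA Cdk5 AP-1 oligo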
MITF TRPM1 HTS: activators of MITF-driven TRPM1 promoter activity in SK-MEL-5 cells; SK-MEL-5 TRPM1-promoter luciferase, 24 h; % of positive control, neutral wells = 0; activation, % at 12.5 µM; hit rate 0.75% among 300,000; AID 588334;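 active means mean activation of at least 80% with every replicate also reaching 80%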;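 further: 0% = neutral control wells and 100% = parthenolide positive control wells; values of inactives mirror those of a sister screen read the other way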
SR-BI uptake up: SR-BI HDL lipid transfer activation; CHO ldlA[mSR-BI] cells, DiI-HDL uptake fluorescence, 3 h; 100 = double the neutral-control signal; activation, % at 12.5 µM; hit rate 0.096% among 320,000; AID 504775;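 active means mean replicate activation of at least 60% and every replicate at or above 60%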;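 further: 0% = median plate neutral-control signal and 100% = twice that signal; values of inactives mirror those of a sister screen read the other way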
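Test system: SR-BI-overexpressing, LDLR-lacking CHO cells; Medium: Ham's F12 with 0.5% BSA, HEPES 25 mM, pH 7.4; Schedule: 3 h, 37 °C; Technique: bottom-read fluorescence, 550/595 nm.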
Arrestin-AP2 inh: blocks beta-arrestin peptide binding to AP2 adaptin | hit rate 0.31% among 340,000 | FITC-arrestin peptide / GST-AP2 beads, flow cytometry; AP2 beta2 appendage carries R879A mutation | inhibition, % at 10 µM | AID 504490;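 active means inhibition above a set limit, near 3 SD of compounds lacking own fluorescence, cut at about 54% in these data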;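 further: plate controls were DMSO wells for no effect and 5 µM unlabelled arrestin peptide for full effect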
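Assay system: GST-AP2 R879A bound to glutathione beads, E. coli-expressed; Medium: PBS with 0.05% Tween 20 and 0.1% BSA; Also added: fluorescein-tagged arrestin peptide at 50 nM final; Timing: 12 min plus 1 h, RT; Measured by: flow cytometry, FL1 (488/535 nm); Evaluation: percent drop in bead-associated FITC signal.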
CDK5 p35 inh: blocks human CDK5/p35 kinase activity; Q00535+Q15078; Recombinant CDK5/p35, ADP-Glo luminescence, 60 min; inhibition, % at 10 µM; hit rate 0.01% among 330,000; AID 488839;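 active means highest replicate inhibition of at least 50% and at least 75% of replicates reaching 50%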;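 further: plate controls were DMSO neutral control for no effect and GW8510 at 10 µM for full effect; many of its hits are not listed in these tables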
Target sequence (Q00535 whole entry, looked up): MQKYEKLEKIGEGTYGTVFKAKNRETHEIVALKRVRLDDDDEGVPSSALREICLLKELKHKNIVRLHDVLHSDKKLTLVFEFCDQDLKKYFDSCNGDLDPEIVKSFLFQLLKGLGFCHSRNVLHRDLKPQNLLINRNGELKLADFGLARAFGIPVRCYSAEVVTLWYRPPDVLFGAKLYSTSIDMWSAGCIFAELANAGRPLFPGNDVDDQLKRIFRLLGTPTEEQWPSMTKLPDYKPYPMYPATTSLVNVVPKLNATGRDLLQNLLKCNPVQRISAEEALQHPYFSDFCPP
Target sequence (Q15078 whole entry, looked up): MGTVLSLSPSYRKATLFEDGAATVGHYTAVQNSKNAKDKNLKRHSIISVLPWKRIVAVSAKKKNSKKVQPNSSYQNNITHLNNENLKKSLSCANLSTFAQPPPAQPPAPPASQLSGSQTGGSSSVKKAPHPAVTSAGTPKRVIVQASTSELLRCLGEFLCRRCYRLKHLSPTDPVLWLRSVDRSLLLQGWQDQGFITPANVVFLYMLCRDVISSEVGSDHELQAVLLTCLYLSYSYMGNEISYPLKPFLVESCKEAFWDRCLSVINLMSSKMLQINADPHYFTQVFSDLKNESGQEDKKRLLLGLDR
Pemphigus Ab inh: human desmoglein-3 autoantibody binding inhibition | hit rate 0.48% among 310,000 | P32926 | DSG3-coupled beads, scFv-anti-DSG3-GFP binding, flow cytometry; active compounds read low | AID 588358 | binding (percent of control), % at 10 µM;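 active means binding more than 3 SD below its plate's average and above zero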;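 further: hits lower antibody fragment binding to DSG3; some compounds called inactive have numbers as strong as hits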
PKA-R1A activ: PKA-R1A complex activation; PKA-R1A dissociation, Cy5-IP20 fluorescence polarization; scaled: DMSO 0%, 113 µM cGMP 100%; P00514+P68181; activation, % at 11.4 µM; hit rate 0.083% among 340,000;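 active means percent activation above the mean of all tested compounds plus 3 SD, cut at about 19% in these data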;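 further: higher means more PKAc released from R1A so a rise in polarization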
* hit, by the source's call; x = not tested or not shown.

Start of the data: the first four entries as a preview:
Every second line gives: SUMO Mot1 rescue	SR-BI DiI inh	SR-BI uptake up	Arrestin-AP2 inh	CDK5 p35 inh	dFosB activator	NSD2 HMT inh	Pemphigus Ab inh	PKA-R1A activ	PKA-R2B activ	MITF TRPM1 HTS
Nc1ccc[n+](CC(=O)c2ccccc2)c1
    156	-13	13	12	1.3	2	1	97	-6	-2	-11
COc1ccc(Br)cc1CN1CCCCCCC1
    -20	-31	31	1	-2.3	-2	-1	120	9	12	-8
O=C(CNc1ccccc1)N/N=C/c1ccc([N+](=O)[O-])cc1
    10	2	-2	x	-4.9	-11	2	106	22*	-11	0
CCS(=O)(=O)N1CCN(c2c(Cl)cccc2[N+](=O)[O-])CC1
    -3	13	-13	3	-0.3	0	6	105	-6	-1	x

Main list (from the top)
Every second line gives: SUMO Mot1 rescue	SR-BI DiI inh	SR-BI uptake up	Arrestin-AP2 inh	CDK5 p35 inh	dFosB activator	NSD2 HMT inh	Pemphigus Ab inh	PKA-R1A activ	PKA-R2B activ	MITF TRPM1 HTS
Nc1ccc[n+](CC(=O)c2ccccc2)c1
    156	-13	13	12	1.3	2	1	97	-6	-2	-11
COc1ccc(Br)cc1CN1CCCCCCC1
    -20	-31	31	1	-2.3	-2	-1	120	9	12	-8
O=C(CNc1ccccc1)N/N=C/c1ccc([N+](=O)[O-])cc1
    10	2	-2	x	-4.9	-11	2	106	22*	-11	0
CCS(=O)(=O)N1CCN(c2c(Cl)cccc2[N+](=O)[O-])CC1
    -3	13	-13	3	-0.3	0	6	105	-6	-1	x
CCOC(=O)[C@@H]1[C@H]2COc3cc(OC)ccc3[C@@H]2N2C(=O)N(c3ccc(C)cc3)C(=O)[C@@]12C
    -15	8	-8	-3	0.7	-1	x	103	-10	-6	-6
COc1cc(OC)c(C(=O)OCC(=O)c2cc(C)n(CC3CCCO3)c2C)cc1OC (centres undefined)
    2	1	-1	29	-0.1	-2	2	74	3	6	-18
Cc1ccc2nc(C)cc(N/N=C/c3cccnc3)c2c1
    326	6	-6	11	-19	-2	3	99	-9	1	-11
CCCCC[C@H](O)/C=C/[C@@H]1[C@@H](C/C=C\CCCC(=O)O)[C@@H](O)C[C@H]1O
    5	-7	9	14	0.9	1	x	x	-2	0	7
O=c1[nH]c(/C=C\c2cccc(Cl)c2)nc(O)c1[N+](=O)[O-]
    3	-11	11	5	0.2	-2	6	117	-4	-2	x
Cc1ccccc1CC(=O)N1CCCC(CCC(=O)N2CCN(c3ccccn3)CC2)C1 (centres undefined)
    4	-5	5	6	-0.8	-8	8	103	-10	0	5
O=C(CCN1CCN(c2ccccc2)CC1)Nc1nccs1
    13	-29	29	-22	1.3	3	x	105	-2	-5	-3
CCOC(=O)c1c(C)nc2sccn12
    -5	-6	6	6	-0.8	7	-4	101	2	-1	7
CC(C)(C)C1CCc2sc(-c3nnc(CCl)o3)cc2C1 (centres undefined)
    -21	-10	10	-13	0.2	0	0	101	-6	-9	16
Cc1cc(NC(=O)c2ccc(Cl)cc2)no1
    8	-3	3	4	0.4	-3	0	104	6	-10	106*
CCN(CC)S(=O)(=O)c1ccc(S(=O)(=O)NCc2cccs2)cc1
    9	x	x	1	-3.5	-9	-1	127	1	-7	-1
Cc1ccc(C(=O)N2CCC3(CC2)Oc2ccc(F)cc2C(=O)C32CC(c3ccccc3)=NO2)s1 (centres undefined)
    -9	29	-29	-4	-1.1	0	x	99	5	2	4
CC(C)CCNC(=O)C(CC(C)C)N(Cc1ccc2c(c1)OCO2)C(=O)c1snc(C(N)=O)c1N (centres undefined)
    1	-7	7	13	-4.2	-15	-3	106	-3	-6	-9
CCC(C)(C)NC(=O)CN(C(=O)c1snc(C(N)=O)c1N)c1ccc2c(c1)OCO2
    3	14	-14	10	-1.2	-5	0	105	-10	-4	10
O=C(NCc1ccc(F)cc1)c1noc2c1CCCC2
    5	-14	14	6	-0.7	0	-1	107	-4	3	27
CCOC(=O)CNC(=O)c1ccccc1
    2	-20	20	12	3.7	-5	-1	89	-5	9	5
Cc1ccc(S(=O)(=O)CCc2nc3ccccc3n2CCC#N)cc1
    x	-24	24	2	1.3	-1	0	106	2	-2	-17
O=C(NCCc1ccccn1)C1CC(=O)N(Cc2ccccc2Cl)C1 (centres undefined)
    -2	-25	25	5	0.4	1	-2	95	5	2	-1
Fc1ccc(-n2c(Cc3ccccc3)nnc2SCc2nc(-c3ccc(Cl)cc3)no2)cc1
    -1	-16	16	11	-1.1	-12	32	x	0	3	-8
Cc1ccc(NS(=O)(=O)c2ccc(NC(=O)C3CC3)cc2)c(C)c1
    8	-12	12	6	-1.1	-11	0	113	5	-7	-5
O=C(CC1SC(=Nc2ccccc2)N(CCc2c[nH]c3ccccc23)C1=O)Nc1ccccc1F (centres undefined)
    -9	8	-8	30	1.8	-14	0	125	-7	-1	7
CC1CCCN(C(=O)CSc2nnc(-c3ccc(S(=O)(=O)N4CCOCC4)cc3)n2C)C1 (centres undefined)
    -15	-16	16	-7	-0.3	0	11	102	-6	-1	-5
Cc1cc(C)c2nc(N3CCCC(C(=O)N4CCN(c5ncccn5)CC4)C3)sc2c1 (centres undefined)
    9	14	-14	-7	-1.2	-11	x	x	-3	-2	x
CCCC(C(=O)NC1CCCC1)N(C(=O)c1snc(C(N)=O)c1N)c1ccc(F)cc1 (centres undefined)
    x	1	-1	3	0.8	24*	14	110	-4	-9	7
Cc1ccc(S(=O)(=O)c2ccc([N+](=O)[O-])o2)cc1
    x	17	-17	-11	-0.2	4	1	x	-7	-6	-96
COC(=O)CN(C)C(=O)c1ccc(OC2CCN(S(=O)(=O)N(C)C)CC2)cc1
    13	-2	2	4	1.1	-4	x	110	4	5	13
C/C(=C/CCC(C)[C@H]1CC[C@@]2(C)C3=C(CC[C@]12C)[C@@]1(C)CCC(=O)C(C)(C)[C@@H]1CC3)C(=O)O (some centres undefined)
    -16	3	-3	30	0.0	6	x	101	12	-7	12
COc1ccc(-c2cc3nc(-c4ccccc4)cc(N4CCCC(O)C4)n3n2)cc1 (centres undefined)
    -1	51	-51	x	-2.2	8	-2	201	-8	1	14
Cc1ccc(CNC(=O)C2CCCN(Cc3cnn(-c4ccccc4)c3-n3cccc3)C2)cc1 (centres undefined)
    -6	18	-18	9	0.3	-15	2	107	5	8	-1
CCCCn1c(SCC(=O)c2ccc(OCC)cc2)nc2cc(S(N)(=O)=O)ccc21
    -13	43	-43	-12	-1.4	-8	-1	101	0	1	9
COc1ccc(Br)c(C(=O)Nc2ccc(F)cc2)c1
    4	7	-7	-10	0.2	3	-1	x	4	3	x
CCCn1c(=O)n(C)c(=O)c2c(SCC(=O)NC34CC5CC(CC(C5)C3)C4)nc(CC(C)C)nc21
    -26	18	-18	17	-1.1	-5	0	83	1	-1	-63
CCc1sc(C(=O)Nc2nccs2)cc1C
    19	0	0	40	1.2	-15	-2	90	2	-2	56
CN(CCO)CC(O)CN(c1ccccc1)c1ccccc1 (centres undefined)
    -12	-1	1	5	-0.8	10	1	x	5	-1	x
CCN(CC(=O)NCc1ccc(Cl)cc1)C(=O)CSCC(=O)Nc1ccc(OC)cc1
    -16	-2	2	-5	-0.8	8	-2	122	-5	-1	-8
COc1ccc(C(CCN2CCCC2)c2c(O)cc(OC)cc2OC)cc1 (centres undefined)
    3	2	-2	7	-1.1	-8	x	105	-6	3	3
Cc1ccc(C)c(NC(=O)C2CCCC2)c1
    -4	-6	6	-10	-0.7	3	1	105	1	-3	x
CCOC(=O)CNC(=S)N(Cc1ccc(C)cc1)Cc1ccc(C)o1
    -9	-7	7	-11	x	1	2	97	-11	-8	11
CCCc1ccc(C(=O)NNc2cc(Cl)ccc2Cl)cc1
    29	13	-13	25	1.1	-11	-1	x	-10	-1	1
COc1ccc(/C=N/NC(=O)c2nc(Cl)c(Cl)c(N)c2Cl)cc1COc1ccccc1F
    -2	56	-56	26	-0.2	4	-1	105	1	-2	7
CCOc1cc(CNc2cccc3[nH]c(C)nc23)ccc1OC
    -11	14	-14	-4	-1.3	-2	6	116	8	2	-10
COc1ccc(N2C(=O)CC(N3CCN(c4ccc(S(=O)(=O)N5CCCC5)cc4)CC3)C2=O)cc1 (centres undefined)
    9	-5	5	-2	-1.1	-10	x	95	-1	-8	13
O=C(COC(=O)CNC(=O)c1ccco1)Nc1ncc(Cl)cc1Cl
    1	-2	2	12	-0.8	-6	6	106	-10	-3	12
CCc1ccc(NC(=O)CS(=O)CC(=O)NC(C)CCc2ccco2)cc1 (centres undefined)
    4	4	-4	5	3.2	-3	x	x	4	-2	-2

Some of the entries above, set out differently.
Molecule | SUMO Mot1 rescue | SR-BI DiI inh | SR-BI uptake up | Arrestin-AP2 inh | CDK5 p35 inh | dFosB activator | NSD2 HMT inh | Pemphigus Ab inh | PKA-R1A activ | PKA-R2B activ | MITF TRPM1 HTS
COc1ccc(Br)c(C(=O)Nc2ccc(F)cc2)c1 | 4 | 7 | -7 | -10 | 0.2 | 3 | -1 | x | 4 | 3 | x
CCc1ccc(NC(=O)CS(=O)CC(=O)NC(C)CCc2ccco2)cc1 (centres undefined) | 4 | 4 | -4 | 5 | 3.2 | -3 | x | x | 4 | -2 | -2
COc1ccc(-c2cc3nc(-c4ccccc4)cc(N4CCCC(O)C4)n3n2)cc1 (centres undefined) | -1 | 51 | -51 | x | -2.2 | 8 | -2 | 201 | -8 | 1 | 14
CCCCn1c(SCC(=O)c2ccc(OCC)cc2)nc2cc(S(N)(=O)=O)ccc21 | -13 | 43 | -43 | -12 | -1.4 | -8 | -1 | 101 | 0 | 1 | 9
C/C(=C/CCC(C)[C@H]1CC[C@@]2(C)C3=C(CC[C@]12C)[C@@]1(C)CCC(=O)C(C)(C)[C@@H]1CC3)C(=O)O (some centres undefined) | -16 | 3 | -3 | 30 | 0.0 | 6 | x | 101 | 12 | -7 | 12
